C2C12 statin – suppression of simvastatin myotoxicity. C2C12 myotubes + simvastatin, ATP luminescence, 48 h; scaled: DMSO 0, geranylgeraniol control 100. rescue of ATP level, % at 7.49 µM. actives 0.78% (n = 330,000). AID 602340;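 active means mean ATP rescue above about 67%, or every replicate alone reaching that limit, limit read from the data, passing the limit was not always enough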;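 further: myotubes were challenged with 10 µM simvastatin during compound exposure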
miR-122 sensor – blocks miR-122 activity in Huh7 sensor cells; activation (reporter increase), % at 12.5 µM; Huh7 miR-122 Renilla luciferase sensor, 48 h; neutral wells = 0, positive control = 100; actives 0.3% (n = 340,000);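 active means mean replicate activation score at least 90 and every replicate individually at or above 90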;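 further: higher luciferase means less miR-122 activity so hits act as miR-122 inhibitors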
Cneo AK release – causes C. neoformans cell lysis; AID 651654; actives 0.2% (n = 360,000); lysis activity, % at 15 µM; adenylate kinase release luminescence, 4 h; normalised: neutral wells 0, clomiphene wells 100;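 active means mean lysis activity across replicates of at least 80%, whatever share of replicates individually reach that level; inactive means mean lysis activity below 80%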
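Test system: log-phase Cryptococcus neoformans yeast cells. Input: 5 × 10^6 yeast cells/mL. Medium: fresh YPD growth medium. Doses: single dose. Incubation: static 4 h at 37 °C with compound, 1 h detection. Measured by: luminescent adenylate kinase detection reagent. Read-out: signal increase indicating cell lysis. Benchmarks: Clomiphene.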
PGC1a acetyl inh – lowers PGC1a acetylation signal in U2OS cells; actives 0.17% (n = 350,000); AlphaScreen anti-acetyl-lysine; with virally co-expressed GCN5 acetyltransferase; inhibition, % at 15.6 µM;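 active means every replicate shows inhibition of at least 40%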;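 further: 0% = neutral control wells and 100% = positive control wells; some results beyond the cut were filed as inactive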
FN deposition inh – fibronectin deposition inhibition | AH1F fibroblasts, Alexa488-fibronectin deposition fluorescence, overnight | inhibition, % at 12.6 µM | actives 0.086% (n = 350,000) | AID 743247;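 active means mean inhibition across replicates of 30% or more, regardless of how many single replicates reach that level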;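 further: positive control wells lacked labelled fibronectin entirely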
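Material: AH1F fibroblast monolayer depositing Alexa488-labelled fibronectin into matrix / Amount: 10000 AH1F cells per well / Signal: fluorescence 485/525 nm / Medium: DMEM, 2% serum / Compound: single dose, pinned / Incubation: 1 h cell adhesion before compound, then overnight fibronectin incubation / Reagent: Alexa488-FN, 24 nM final / Read-out: inhibition of fibronectin deposition signal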
INS-1E GSIS act – primary screen for activators of insulin secretion dependent on glucose, INS-1E cells, GLuc reporter luminescence | INS-1E GLuc reporter insulin secretion, 2-3 h | activation, % at 16.6 µM | actives 0.61% (n = 370,000) | AID 743287;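 active means lowest replicate activation of at least 40%, so every replicate reaches that level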;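 further: 0% = median of neutral control wells and 100% = median of IBMX positive control wells; some compounds called inactive have numbers as strong as hits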
F508del corr – CFTR F508del correction in bronchial cells; CFBE cells, YFP halide quenching; stimulated with forskolin plus potentiator P3; % fluorescence drop versus neutral controls; activity (quench increase), % at 7.58 µM; actives 0.36% (n = 350,000); AID 720511;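 active means mean added fluorescence quench of at least 8% versus neutral control, with both replicates also reaching 8%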;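 further: cells transiently co-express mutant CFTR-F508del with the halide-sensitive YFP; corrector assay measuring rescue of mutant channel to the surface after 24 h compound exposure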
PglD DTNB – blocks C. jejuni PglD acetyltransferase activity | purified PglD enzyme, DTNB colorimetric CoA detection | inhibition, % at 12.5 µM | actives 0.098% (n = 360,000) | AID 602405; in the data active means inhibition above about 16%, passing the limit was not always enough; further: strong numbers were not always called active
* hit, by the source's call; . = no result given; & = joins results of further samples; [ ] = remark or other dose. Compounds as they come; 2.1% or so of the library scored in one or more.

smiles	C2C12 statin	miR-122 sensor	Cneo AK release	PGC1a acetyl inh	FN deposition inh	INS-1E GSIS act	F508del corr	PglD DTNB
COc1c(Br)cc([N+](=O)[O-])c(OC)c1C(=O)NC(=O)Nc1cc(Cl)cc(Cl)c1	.	-5	1	-6	-2	.	5.4	-4
CCN(CC)CCN1C(=O)C2C(C(=O)Nc3ccc(C(C)C)cc3)C3C=CC2(O3)C1C(=O)NC1CCCCC1 (stereo unspecified)	-17	-6	5	.	-6	-5	-1.4	2
O=C(O)CSc1nnc(COc2ccc([N+](=O)[O-])cc2)n1-c1ccccc1	2	-1	1	0	3	-10	1.2	.
O=c1cc(CSc2nnc(COc3ccc(Cl)cc3)o2)c2ccccc2[nH]1	4	5	-2	4	-5	.	.	0
COc1ccc2c3c([nH]c2c1)[C@@H](CO)N(S(C)(=O)=O)CC31CCN(CC2CCCC2)CC1	.	.	.	-7	0	1	-2.7	.
CC(C)(C)[C@H]1C=C(C(=O)O)O[C@@H](OCc2ccc(CO)cc2)C1	0	-5	-5&1	-11&12	-1	13	-1.1&2.5	7&1
CCOC(=O)C1=C(C)Nc2ccccc2S1	1	19	-4	3	-9	27	-3.7	0
CC(Sc1ccc(S(=O)(=O)N2CCN(C)CC2)cn1)C(=O)NC1CCCCC1 (stereo unspecified)	2	-7	-2	.	6	26	-0.6	-2
O=C(O)[C@H]1[C@H](CO)[C@H]2Cn3c(ccc(C4=CCCCC4)c3=O)[C@H]2N1Cc1ccccc1F	20	-3[16.7 µM]	-1	-2	.	10	-0.5	4
COc1ccc(S(=O)(=O)Nc2ccc3c(c2)C(=O)N([C@H](C)CO)C[C@H](C)[C@@H](CN(C)S(=O)(=O)c2ccc(OC)cc2)O3)cc1	-26	-6	-3	9	1	-2&-20	2.1&3.1	-4

(continued)
smiles	C2C12 statin	miR-122 sensor	Cneo AK release	PGC1a acetyl inh	FN deposition inh	INS-1E GSIS act	F508del corr	PglD DTNB
O=C(CSc1nnc2n1CCCN2)c1ccccc1	.	-6	1	10	4	.	1.5	-7
CC(C)CCC1(C)NC(=O)N(CC(=O)NCC(=O)Nc2ccc(F)c(F)c2F)C1=O (stereo unspecified)	3	-1	0	2	5	-16	0.4	0
O=S(=O)(N[C@@H]1CC[C@@H](CCNS(=O)(=O)c2ccccc2Cl)O[C@H]1CO)c1ccccc1	-1	.	4	62*	.	3	-2.1	0
CCCC#Cc1cnc2c(c1)C(=O)N([C@@H](C)CO)C[C@H](C)[C@@H](CN(C)C(=O)Nc1ccccc1OC)O2	10	9[16.7 µM]	4	-16	-3	-13	0.7	3
CCn1c(SCC(=O)Nc2cccc(C)c2)nc2c(c1=O)SC(C)C2 (stereo unspecified)	-3	-2	2	-11	3	-2	1.4	0
C=CCc1ccccc1OCC(O)CN(CC)CC (stereo unspecified)	14	1	2	3	.	.	.	3
O=C(CN1C(=O)NC2(CCCCC2)C1=O)Nc1cc(C(F)(F)F)ccc1N1CCCC1	-3	1	5	-7	-1	-26	1.7	-3
COc1ccc(OC)c(CCNC(=O)Cc2ccc(NC(=O)C3=C(C)OCCS3)cc2)c1	5	.	-3	-13	-3	-14	-2.0	2
COc1cccc(CNC(=O)CCC(=O)N2CC(C)Oc3ccccc32)c1OC (stereo unspecified)	10	-7	-1	-5	2	1	0.3	5
Fc1cccc(Nc2nc(N3CCOCC3)nc(N3CCOCC3)n2)c1	-53	-1	0	.	7	-13	-5.2	-5

(more compounds)
smiles	C2C12 statin	miR-122 sensor	Cneo AK release	PGC1a acetyl inh	FN deposition inh	INS-1E GSIS act	F508del corr	PglD DTNB
C[C@H](CO)N1C[C@H](C)[C@H](CN(C)C(=O)Nc2ccc(C(F)(F)F)cc2)Oc2ccc(NS(=O)(=O)c3ccccc3)cc2C1=O	-30	4[16.7 µM]	.	2	-4	-17	-1.0	.
C[C@@H]1CCCCO[C@H](CN(C)C(=O)NC2CCCCC2)[C@@H](C)CN([C@H](C)CO)C(=O)c2cc(NC(=O)CCCN(C)C)ccc2O1	.	0[16.7 µM]	0	-5	0	9	-2.5	-2
C#CCOCCOCCOCCNc1nc(N2CCN(C(=O)[C@H](CCCCN)n3cc(C(N)[C@H](C)CC)nn3)CC2)nc(N2CCN(C(=O)[C@H](CCC(=O)O)n3cc(C(N)[C@H](C)CC)nn3)CC2)n1 (stereo partly specified)	-1	-8	0	11	.	.	.	0
CC(C)(C)c1cnnn1-c1ccc(NC(=O)c2ccc3c(c2)OCO3)cc1	23	2	.	-2	5	-21	.	.
C[C@@H]1CN([C@@H](C)CO)C(=O)Cc2cc(NC(=O)c3ccncc3)ccc2O[C@H]1CN(C)Cc1ccc(C(=O)Nc2ccccc2N)cc1	-8	5[16.7 µM]	-1	6	.	20	-3.3	1
COc1cccc(C(=O)Nc2c(F)cccc2F)c1	3	.	-1	3	.	-2	-2.1	-4
CCN(CC)C(=O)N1CCC(NC(=O)c2ccccc2)CC1	1	-5	1	6	7	.	.	1
COc1ccc(-c2n[nH]c(C)c2-c2cc(OC)ccc2O)cc1	134*	9	-1	-5	-8	.	.	0
COc1ccc(C(NC(N)=O)c2ccccc2)cc1 (stereo unspecified)	2	.	0	-5	.	1	.	-5
O=C(CSc1n[nH]c(=O)n1-c1ccc2c(c1)OCCO2)Nc1ccccc1	.	-6	0	-2	0	-1	-2.3	4

(next part)
smiles	C2C12 statin	miR-122 sensor	Cneo AK release	PGC1a acetyl inh	FN deposition inh	INS-1E GSIS act	F508del corr	PglD DTNB
O[C@H]1COC2C1OC[C@@H]2O (stereo partly specified)	-2	0	0	.	-1	5	1.6	-4
COc1ccc(-c2nnsc2N2C(=O)c3ccccc3C2=O)cc1	1	-3	-6	-7	8	4	1.2	-4
COc1ccc(CCNC(=O)C2CCN(S(=O)(=O)N3CCOCC3)CC2)cc1OC	27	-2	-3	-9	-3	0	.	4
COc1ccc2nc(C)cc(SCC(=O)N/N=C/c3cccc4ccccc34)c2c1	-26	4	1	.	3	35	.	6
Cc1cc(C(=O)CN2C(=O)NC(C)(c3cc(F)ccc3F)C2=O)c(C)n1C1CC1 (stereo unspecified)	-15	-5	0	-11	-1	-24	-2.5	0
Cc1ccc(C(CNS(=O)(=O)c2ccc(Cl)cc2)N2CCN(C)CC2)cc1 (stereo unspecified)	0	-4	1	.	5	-5	0.0	-6
Cc1nn(C)c2ncc(C(N)=O)c(Oc3ccc(Cl)cc3)c12	.	-7	4	2	8	8	-1.5	-2
O=C(N=Nc1c(O)[nH]c2ccc([N+](=O)[O-])cc12)c1ccccc1Cl	-5	0	-1	0	2	3	-1.3	-8
CCOc1cc(NC(=S)NCc2ccco2)c(OCC)cc1NC(=O)C1CC1	-2	0	.	.	-43	-7	.	.
O=S(=O)(NC1CCCCC1NCc1ccco1)c1ccccc1 (stereo unspecified)	-9	.	0	5	.	0	-1.2	-5

(list continues)
smiles	C2C12 statin	miR-122 sensor	Cneo AK release	PGC1a acetyl inh	FN deposition inh	INS-1E GSIS act	F508del corr	PglD DTNB
Cc1ccc(NC(=O)CCC(=O)NNC(=O)c2ccco2)cc1C	-4	-3	-1	-4	7	15	.	-4
CCOc1ccc(N2CC(C(=O)Nc3ccc(OC)c(S(=O)(=O)N4CCCCC4)c3)CC2=O)cc1 (stereo unspecified)	12	-8	-2	-15	-1	-22	-0.8	-2
C[C@H](CO)N1C[C@H](C)[C@H](CN(C)Cc2ccc(C(=O)O)cc2)OCCCC[C@H](C)Oc2ccc(NC(=O)Nc3ccccc3)cc2C1=O	-4	16[16.7 µM]	1	2	-3	3	-1.2	2
C[C@H]1CN([C@@H](C)CO)C(=O)c2cc(NC(=O)Nc3ccc(F)cc3)ccc2O[C@@H]1CN(C)CC1CCCCC1	-14	0[16.7 µM]	-4	.	.	11	-1.3	4
COC(=O)CC1=C(C(=O)OC)[C@@H](c2ccccc2[N+](=O)[O-])C(C#N)=C(N)O1	-3	-1	4	-2	1	7	-3.4	0
CCCCn1c(SCC(=O)Nc2nnc(C)s2)nnc1-c1ccncc1	.	-3	.	.	9	2	1.3	.
CCCCN(C)C(=O)c1cc2cc3ccc(OC)cc3nc2o1	-35	-3	-2	4	6	-2	-1.6	5
COc1ccccc1NS(=O)(=O)c1cccc(C(=O)NCC(c2cccs2)N2CCOCC2)c1 (stereo unspecified)	44	.	1	.	4	-7	-0.7	-2
Cc1nc(Nc2ccccc2)c2oc3ccc(Cl)cc3c2n1	-39	.	0	5	10	6	3.3	0
COc1ccc(OC)c(C2=CC(=O)C[C@H](c3ccc(F)cc3)C2)c1	5	4	0	13	21	-7	-1.0	1

Other records follow.
smiles	C2C12 statin	miR-122 sensor	Cneo AK release	PGC1a acetyl inh	FN deposition inh	INS-1E GSIS act	F508del corr	PglD DTNB
CCc1ccc(OCC(=O)N2CC(C(N)=O)Oc3ccccc32)cc1 (stereo unspecified)	-4	-1	1	-3	4	13	-3.3	1
O=C(CCN1C(=O)/C(=C\c2ccccc2F)SC1=S)Nc1ccc(C(=O)O)c(O)c1	-11	6	-10	.	-11	-11	-1.3	-3
O=C(NCCCCCCNC(=O)OC1CCS(=O)(=O)C1)OC1CCS(=O)(=O)C1 (stereo unspecified)	-4	-1	0	3	0	.	.	6
CC(C)CC#Cc1cnc2c(c1)C(=O)N([C@H](C)CO)C[C@@H](C)[C@H](CN(C)C(=O)Cc1cccnc1)O2	4	-2[16.7 µM]	-3	6	-4	-3	3.4	1
CN(C)S(=O)(=O)c1cccc(NC(=O)c2ccc3nccnc3c2)c1	-18	-4	-3	-6	-1	-6	-2.2	1
O=C(O)Cn1nc2ccccc2n1	-2	3	1	0	6	.	.	0

Structures from the list above that contain a COOH group:
smiles	C2C12 statin	miR-122 sensor	Cneo AK release	PGC1a acetyl inh	FN deposition inh	INS-1E GSIS act	F508del corr	PglD DTNB
O=C(O)CSc1nnc(COc2ccc([N+](=O)[O-])cc2)n1-c1ccccc1	2	-1	1	0	3	-10	1.2	.
CC(C)(C)[C@H]1C=C(C(=O)O)O[C@@H](OCc2ccc(CO)cc2)C1	0	-5	-5&1	-11&12	-1	13	-1.1&2.5	7&1
O=C(O)[C@H]1[C@H](CO)[C@H]2Cn3c(ccc(C4=CCCCC4)c3=O)[C@H]2N1Cc1ccccc1F	20	-3[16.7 µM]	-1	-2	.	10	-0.5	4
C#CCOCCOCCOCCNc1nc(N2CCN(C(=O)[C@H](CCCCN)n3cc(C(N)[C@H](C)CC)nn3)CC2)nc(N2CCN(C(=O)[C@H](CCC(=O)O)n3cc(C(N)[C@H](C)CC)nn3)CC2)n1 (stereo partly specified)	-1	-8	0	11	.	.	.	0
C[C@H](CO)N1C[C@H](C)[C@H](CN(C)Cc2ccc(C(=O)O)cc2)OCCCC[C@H](C)Oc2ccc(NC(=O)Nc3ccccc3)cc2C1=O	-4	16[16.7 µM]	1	2	-3	3	-1.2	2
O=C(CCN1C(=O)/C(=C\c2ccccc2F)SC1=S)Nc1ccc(C(=O)O)c(O)c1	-11	6	-10	.	-11	-11	-1.3	-3
O=C(O)Cn1nc2ccccc2n1	-2	3	1	0	6	.	.	0

Screens as filed in PubChem.
